Source: PubChem (Broad Institute)
ERAP1 inh – ERAP1 (human) enzyme inhibition; Q9NZ08; inhibition, % at 10.7 µM; recombinant ERAP1, Leu-AMC fluorescence, 60 min; actives 0.15% (n = 340,000);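 active = mean replicate inhibition of at least 30%, or all replicates individually reaching that 30% level; inactive = mean below 30% and not every replicate reaching it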;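 also: 0% = neutral control wells and 100% = L-leucinethiol positive control wells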
Target sequence (Q9NZ08 whole entry, looked up): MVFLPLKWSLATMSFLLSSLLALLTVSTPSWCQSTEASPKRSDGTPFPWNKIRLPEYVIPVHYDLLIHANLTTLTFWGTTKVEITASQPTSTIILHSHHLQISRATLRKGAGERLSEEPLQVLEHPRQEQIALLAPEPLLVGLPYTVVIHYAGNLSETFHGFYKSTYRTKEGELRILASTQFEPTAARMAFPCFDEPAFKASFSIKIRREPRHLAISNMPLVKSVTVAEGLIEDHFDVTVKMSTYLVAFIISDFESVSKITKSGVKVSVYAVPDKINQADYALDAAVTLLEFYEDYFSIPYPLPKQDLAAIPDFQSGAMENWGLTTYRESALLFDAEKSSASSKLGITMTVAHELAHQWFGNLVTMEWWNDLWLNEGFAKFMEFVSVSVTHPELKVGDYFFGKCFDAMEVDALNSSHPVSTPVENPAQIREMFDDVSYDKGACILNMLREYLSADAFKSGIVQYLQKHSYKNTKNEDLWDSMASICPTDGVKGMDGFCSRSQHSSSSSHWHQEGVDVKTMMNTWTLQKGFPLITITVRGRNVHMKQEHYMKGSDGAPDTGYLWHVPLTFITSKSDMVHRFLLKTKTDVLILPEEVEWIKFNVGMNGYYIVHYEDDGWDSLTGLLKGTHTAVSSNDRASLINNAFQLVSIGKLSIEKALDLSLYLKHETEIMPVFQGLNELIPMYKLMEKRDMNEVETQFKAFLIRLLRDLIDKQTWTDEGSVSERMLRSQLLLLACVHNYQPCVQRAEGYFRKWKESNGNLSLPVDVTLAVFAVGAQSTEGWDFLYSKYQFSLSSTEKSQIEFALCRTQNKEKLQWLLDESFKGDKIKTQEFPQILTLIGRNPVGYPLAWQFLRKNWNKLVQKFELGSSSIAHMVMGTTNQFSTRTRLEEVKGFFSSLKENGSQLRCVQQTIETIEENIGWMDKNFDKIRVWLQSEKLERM
E-sel inducer – E-selectin induction on HUVECs | actives 0.37% (n = 260,000) | HUVEC E-selectin immunofluorescence imaging; normalized: neutral wells 0, TNF-alpha wells 100 | P16581 | activation, % at 7.58 µM;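 active = mean E-selectin-positive cell signal at least 10% of the positive control, reached in at least 60% of replicates, without over 20% cell loss; inconclusive = no rule given, readout overlaps actives, possibly toxicity-flagged; inactive = the rest, including those meeting only one limit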;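 also: in these data hits start at about 27%; measured in HUVEC primary endothelial cells; signal is the percent of cells scored E-selectin positive by PE staining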
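material = human umbilical vein endothelial cells (HUVEC), E-selectin induction | quantity = 3,000 cells/well | medium = EGM-2 growth medium on 0.1% gelatin-coated wells | technique = immunofluorescence imaging | read-out basis = % PE-positive cells | control set = TNF-alpha positive control, DMSO neutral control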
RAD54 inh – blocks human RAD54 Holliday junction branch migration; Q92698; inhibition, % at 10.4 µM; actives 0.14% (n = 360,000); FAM/BHQ fluorescence;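 active = mean normalized replicate activity at least 40 and at least half of replicates scoring 40 or more; inconclusive = only one of the two criteria met; inactive = mean below 40 and under half of replicates reaching 40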;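 also: 0% = median of neutral control wells and 100% = median of positive control wells; inhibitors cause a drop in the FAM fluorescence signal; in these data hits start at about 50%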
S100A4 MyoIIA – blocks human S100A4 binding to myosin IIA peptide; S100A4/TAMRA-MyoIIA peptide fluorescence polarization; inhibition, % at 10.7 µM; AID 652163; actives 0.14% (n = 360,000);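 active = mean inhibition of at least 70% across replicates, with every replicate also reaching that level; inconclusive = mean inhibition reaches 70% but some replicates fall short; inactive = mean inhibition below 70%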
Target sequence (P26447 whole entry, looked up): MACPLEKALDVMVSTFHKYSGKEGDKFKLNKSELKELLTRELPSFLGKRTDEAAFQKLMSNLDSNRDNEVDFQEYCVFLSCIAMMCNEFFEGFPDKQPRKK
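System – human S100A4 monomer protein, biochemical binding assay · Buffer or medium – Calcium-containing HEPES buffer, pH 7.2 · Timing – 5 min between mix addition and reading · Also added – TAMRA-labelled myosin IIA heavy-chain peptide probe, 5 nM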
RAD52 inh – blocks human RAD52 DNA annealing; P43351; recombinant RAD52 DNA annealing, FRET fluorescence; inhibition, % at 18.7 µM; actives 0.46% (n = 360,000);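 active = every replicate showing at least 50% inhibition; inconclusive = mean inhibition at least 50% but not in every replicate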
ERp5 inh – inhibitors of human ERp5. ERp5 insulin aggregation, absorbance 650 nm, 90 min. Q15084. AID 651711. inhibition, % at 9.99 µM. actives 0.05% (n = 350,000);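 active = mean replicate inhibition above about 25%, with every replicate also reaching it, limit read from the data, passing the limit was not always enough; inconclusive = only one of those two criteria met; inactive = neither criterion met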
esBAF inh – SWI/SNF esBAF complex inhibition; mouse ES cells, Bmi1-luciferase knock-in reporter, 24 h; 100% = twice the neutral-well signal; reporter increase, % at 12.5 µM; actives 2% (n = 350,000); in the data active = activation above about 40%; inconclusive = no clear call, values can overlap the other calls;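 also: 0% = median of the plate's neutral control wells and 100% = double that signal; a rise in the Bmi1 reporter signal indicates esBAF inhibition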
XiGFP reactiv – reactivates the inactive X chromosome in mouse fibroblasts; XiGFP mouse fibroblasts, % GFP-positive cells imaging, 3 d; cells co-treated with 5-aza-dC sensitizer; scaled so ellipticine positive control = 100%; activation, % at 7.58 µM; actives 0.055% (n = 360,000);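 active = mean normalized replicate activation at least 10% and every replicate at or above 10%; inconclusive = only one of the two criteria met; inactive = mean below 10% and not all replicates reach 10%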;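 also: 0% = median of on-plate neutral control wells and 100% = ellipticine 6 µM median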
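System: XiGFP fibroblasts, SV40-immortalized. Medium: DMEM plus 5-aza-dC sensitizer. Doses: single point. Timing: 3 d treatment, 15 min room-temperature fixation. Control set: ellipticine 6 µM.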
Starred values were filed as active, the others as inactive; ? = inconclusive; · = no result given; & = joins results of further samples.

SMILES	ERAP1 inh	E-sel inducer	RAD54 inh	S100A4 MyoIIA	RAD52 inh	ERp5 inh	esBAF inh	XiGFP reactiv
N#Cc1cc2c(nc1SCc1ccccc1)CCCC2	-2	-0.6	·	1	-4	9	·	0.6
COc1ccc(CN(C)C[C@@H]2OCCCC[C@@H](C)Oc3ccc(NC(=O)Nc4c(C)noc4C)cc3C(=O)N([C@@H](C)CO)C[C@H]2C)cc1	-2	20	7	3	5	2	4	-0.3
C[C@@H]1CN([C@@H](C)CO)C(=O)Cc2cc(NC(=O)Cn3cnnn3)ccc2O[C@@H]1CN(C)S(=O)(=O)c1ccc(F)cc1	1	0.8	-12	0	-7	14	2	0.3
COc1ccccc1C(=O)N1C[C@H]2[C@@H](c3ccccc31)[C@H](CO)N2Cc1ccc(F)cc1	-2	-0.1	3	-3	2	0	-1	0.2
Cn1c(=O)c(=O)n(C)c2cc(S(=O)(=O)CCC(=O)NCc3ccccc3)ccc21	-3	-0.1	0	33	-5	10	2	0.1
COc1ccc(NCc2nnc(SCC(=O)Nc3ccccc3)n2C)cc1	3	·	1	-10	-14	2	2	0.0
COc1ccc2nc(N(Cc3ccccc3)C(=O)CCNC(C)=O)sc2c1	-3	-0.1	-4	-2	-3	-1	·	0.3
CC=Cc1ccc2n(c1=O)C[C@@H]1[C@@H](CO)[C@H](C(=O)NCCC)[C@H]2N1CC1CCCC1 (mixture of isomers)	2	0.4	1	-2	-2	2	1	0.5
COc1ccc(NC(=O)Nc2ccc3c(c2)[C@H]2C[C@@H](CC(=O)O)O[C@@H](CO)[C@H]2O3)cc1	0	0.7	-2	24	-1	3	-5	0.0
COc1ccc(C)cc1NC(=O)CCc1ccc(S(=O)(=O)N2CCOCC2)cc1	2	-1.0	0	-8	-10	-5	-3	0.0
C[C@H](CO)N1C[C@H](C)[C@@H](CN(C)S(=O)(=O)c2ccc(Cl)cc2)Oc2c(NC(=O)Nc3cccc4ccccc34)cccc2C1=O	1	0.1	4	2	-1	-3	0	-1.0
O=C(Nc1ccccc1)N[C@H]1CC[C@@H](CCNC(=O)c2ccccc2F)O[C@H]1CO	4	-0.2	-1	2	5	4	6	-0.1
CCc1ccc(OCC(O)CN2CCN(CCO)CC2)cc1 (centres undefined)	-1	·	7	-4	6	12	-6	0.0
O=C(Nc1ccc(F)cc1)c1cc(S(=O)(=O)N2CCCCC2)ccc1F	-1	0.1	-8	0	-13	-1	8	0.4
NS(=O)(=O)c1cccc(NC(=O)c2ccc3nc[nH]c3c2)c1	-4	-0.2	0	-4	3	2	-3	0.0
O=C(C[C@@H]1CC[C@@H]2[C@H](COC[C@H](O)CN2C(=O)Nc2ccccc2)O1)NCc1ccncn1	0	0.2	2	7	-4	2	8	-0.2
COc1cccc(NC(=O)N(C)C[C@@H]2Oc3ncc(C#Cc4ccccc4)cc3C(=O)N([C@H](C)CO)C[C@H]2C)c1	-3	-0.2	-7	-32	-14	0	-1	0.1
CCC1=C2CC[C@H]3C(=O)N(CC)C(=O)[C@H]3[C@H]2[C@@]2(Cc3ccccc3)C(=O)N(Cc3ccccc3)C(=O)N2C1=O	·	0.2	-1	·	·	·	-3	0.0
Cc1ccc(S(=O)(=O)N2CCC(C(=O)OCc3ccc([N+](=O)[O-])cc3)CC2)cc1	1	·	-5	-5	-13	-3	·	0.0
C[C@H]1CN([C@@H](C)CO)C(=O)c2cc(C#CCN(C)C)cnc2O[C@@H]1CN(C)Cc1ccc(F)cc1	-3	-0.2	2	-7	11	1	-3	0.5
C[C@@H]1CCCCO[C@@H](CN(C)S(=O)(=O)c2cn(C)cn2)[C@H](C)CN([C@@H](C)CO)C(=O)c2cc(NC(=O)Nc3ccc4c(c3)OCO4)ccc2O1	-1	-0.1	-2	-10	5	-2	31	0.0
CCCSc1nsc(NC(=O)CCC)n1	-3	·	3	-9	-7	5	28	0.0
COc1cccc(S(=O)(=O)NCC(=O)N2CCCC2)c1	-3	·	7	0	-6	2	-9	0.0
COc1nc(N=C(N)N)nc2ccc(C)cc12	-5	·	·	-4	79*	-4	·	0.2
CCCCCCSc1ccc([C@@H]2[C@H]3C(=O)N(CC)C(=O)[C@H]3[C@]3(C(=O)OC)CCCCN23)cc1OC	3	-0.3	-15	-11	-195	-1	-5	0.3
CCCC(=O)Nc1ccc2c(c1)C(=O)N(C)C[C@H](OC)[C@@H](C)CN(C(=O)c1ccccn1)[C@H](C)CO2	·	0.3	-5	-9	-11	1	-1	0.1
C[C@@H]1CCCCO[C@H](CN(C)Cc2ccc(C(=O)O)cc2)[C@@H](C)CN([C@@H](C)CO)C(=O)c2cc(NC(=O)NC3CCCCC3)ccc2O1	0	-0.1	-2	0	6	-10	1	-0.1
CSc1oc(-c2ccco2)nc1S(=O)(=O)c1ccc(Br)cc1	7	·	9	6	-52	-2	-6	-0.1
CC(C)NC(=O)N(C)C[C@H]1Oc2ccc(NS(=O)(=O)c3ccccc3)cc2C(=O)N([C@@H](C)CO)C[C@H]1C	1	0.0	1	8	5	-2	0	0.1
O=C(Cc1ccccn1)NCC[C@@H]1CC[C@@H](NS(=O)(=O)c2ccccc2)[C@H](CO)O1	4	-0.4	-4	-24	-24	-5	1	-0.4
Cn1cnc(S(=O)(=O)N[C@@H]2C=C[C@H](CC(=O)Nc3ccc(-c4ccccc4)cc3)O[C@@H]2CO)c1	0	-0.5	-3	-15	-5	1	2	-0.3
COCCNC(=S)Nc1ccc(S(=O)(=O)Nc2cnc3ccccc3n2)cc1	-1	·	·	-7	-9	1	·	0.1
O=C(NCc1ccccn1)c1ccco1	3	·	·	-10	-19	-5	·	0.0
CS(=O)(=O)c1ccc2nc(NC(=O)c3cccc(Cl)c3)sc2c1	-1	·	-4	1	-19	1	29	0.1
C[C@H]1CN([C@@H](C)CO)C(=O)Cc2cc(NC(=O)Nc3ccc(C(F)(F)F)cc3)ccc2O[C@H]1CN(C)S(=O)(=O)c1ccccc1	0	·	0	2	26	1	2	0.9
CC1CCN(c2nc3ccc(C(=O)N4CCN(Cc5ccccc5)CC4)cc3s2)CC1	0	-0.1	7	-2	-71	9	94*	0.1
COc1ccc(C(C)=O)cc1CSc1nnc2c(Cl)cc(Cl)cn12	4	0.0	8	-3	-13	5	4	0.5
Cc1ccc(S(=O)(=O)NCC[C@@H]2CC[C@@H](NC(=O)C3CCOCC3)[C@@H](CO)O2)cc1	-1	0.2	-3	7	-4	1	-1	0.2
COc1ccc(/C=C/C(=O)OCCNC(=O)c2ccncc2)cc1OC	2	0.9	·	-1	-7	-3	·	0.0
Brc1ccccc1OCCCOc1cccc2cccnc12	0	-0.2	9	4	-6	2	77*	0.5
CCOC(=O)[C@]12CCC=C1N(Cc1ccc3c(c1)OCO3)C(=O)[C@H](CC(=O)N1CCCCC1)C2	·	-0.3	·	-8	-11	1	·	-0.1
C[C@@H]1CN([C@H](C)CO)C(=O)c2cc(NC(=O)CCN3CCOCC3)ccc2O[C@@H]1CN(C)CC1CC1	-3	-0.5	4	1	2	0	1	-0.1
O=C(Nc1ccccc1)[C@H]1[C@H](CO)[C@H]2Cn3c(ccc(C4=CCCCC4)c3=O)[C@H]2N1Cc1ccccn1	3	-1.7	·	27	0	12	·	0.2
O=C(OCc1cn([C@@H]2C[C@H](c3ccccc3)N(C(=O)c3cccs3)C[C@H]2O)nn1)c1ccccc1	-4	-0.1	9	0	-20	3	1	0.0
CCC1CCCCN1CCCNC(=O)CS(=O)(=O)Cc1nc(-c2cccc(OC)c2)oc1C (centres undefined)	2	·	·	32	-18	-4	·	0.2

A second format for some results above:
Each structure is followed by: ERAP1 inh	E-sel inducer	RAD54 inh	S100A4 MyoIIA	RAD52 inh	ERp5 inh	esBAF inh	XiGFP reactiv
> CCC1CCCCN1CCCNC(=O)CS(=O)(=O)Cc1nc(-c2cccc(OC)c2)oc1C (centres undefined)
  2	·	·	32	-18	-4	·	0.2
> COCCNC(=S)Nc1ccc(S(=O)(=O)Nc2cnc3ccccc3n2)cc1
  -1	·	·	-7	-9	1	·	0.1

(list continues)
SMILES	ERAP1 inh	E-sel inducer	RAD54 inh	S100A4 MyoIIA	RAD52 inh	ERp5 inh	esBAF inh	XiGFP reactiv
CC(C)C(NC(=O)c1ccco1)C(=O)OCc1cc([N+](=O)[O-])cc2c1OCOC2 (centres undefined)	4	-0.1	-3	-21	-14	-5	1	0.0
C[C@@H]1CN([C@H](C)CO)C(=O)c2cccc(NC(=O)c3nc4ccccc4s3)c2O[C@H]1CN(C)C(=O)NC1CCCCC1	4	-2.2	1	7	22	-1	3	-0.8
COc1ccc2[nH]c(C(=O)Nc3ccc4c(c3)OCO4)cc2c1	·	-0.4	7	-5	-11	-6	·	0.0
Cc1ccc(-c2onc3ccc(C(=O)/C=C/N(C)C)cc23)cc1	-2	·	-1	-10	-45	4	24	0.2
COc1ccc(S(=O)(=O)Nc2ccc3c(c2)C(=O)N([C@H](C)CO)C[C@@H](C)[C@H](CN(C)C(=O)Nc2ccc4c(c2)OCO4)OCCCC[C@H](C)O3)cc1	3	-0.2	·	10	26	11	·	-0.1
CCNC(=O)[C@@H]1[C@@H](CO)[C@@H]2Cn3c(cccc3=O)[C@H]1N2CC1CCOCC1	-2	-0.3	·	-6	-7	0	·	0.6
O=C(NCCc1ccco1)c1ccc(OCc2cn3ccccc3n2)cc1	-7	-0.3	-7	-4	-109	7	?	0.0
O=C(NCc1ccccc1)C(C1CC1)n1c(-c2cccs2)nc2ccccc21 (centres undefined)	-1	-0.2	·	-5	-6	3	·	0.0
N#CCc1c(C#N)c(N)nc(N2CCCC(CO)C2)c1C#N (centres undefined)	0	3.4	·	2	-31	0	·	0.0
CC[N+](C)(C)Cc1ccccc1Br	-2	-0.1	2	-3	-16	5	2	1.2
COc1ccc(S(=O)(=O)N2CCC(C(=O)NCCN3CCOCC3)CC2)cc1OC	-4	·	18	-2	1	-5	0	0.2
COC(=O)Nc1ccc(S(=O)(=O)NNC(=O)c2c(O)c3ccccc3[nH]c2=O)cc1	-3	0.1	6	-1	-15	-3	-1	0.0
O=C(C[C@@H]1C[C@@H]2c3cc(NC(=O)C4CCOCC4)ccc3O[C@@H]2[C@@H](CO)O1)NC1CCCC1	1	0.1	0	4	-11	-4	-6	0.1
CN(C)CCN(Cc1ccccc1)c1ccccn1	-2	0.1	2	-3&5	-7	2	4	0.0
CC(C)CC1NC(=O)N(CC(=O)Nc2ccc(OCc3ccccc3)cc2)C1=O (centres undefined)	0	·	-14	1	-8	-1	19	3.9
COCCCN1C(=O)[C@@]2(Cc3ccccc31)c1ccccc1C(=O)N(Cc1ccccc1)[C@H]2c1ccc(CO)cc1	3	·	7	5	7	1	·	·
CCOC(=O)C1CCCN(C(=O)c2ccc(-c3ccc([N+](=O)[O-])cc3)o2)C1 (centres undefined)	0	0.1	·	-3	-18	-15	12	0.1
Cc1ccc(S(=O)(=O)Nc2ccc3c(c2)CC(=O)N([C@@H](C)CO)C[C@@H](C)[C@H](CN(C)S(=O)(=O)c2ccccc2)O3)cc1	·	0.0	6	·	·	·	1	0.2
Cc1cc(=O)[nH]c(N/N=C/C=C/c2ccccc2)n1	8	·	·	-3	-17	-4	·	0.0
Cc1cccc(N(CC(=O)NCc2ccco2)C(=O)CCC(=O)Nc2nccs2)c1	-1	·	·	4	4	0	·	0.0
